# FUS suppressor – FUS proteinopathy suppression in yeast; S. cerevisiae FUS-expressing, growth rescue, OD600, 24 h; Potency, µM (doses to about 76.6 µM), inactives show at the top dose growth rescue (activation), actives largely listed as activators; 390,000 compounds, 0.24% hits;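 note: potency is the fitted concentration of half-maximal effect; plate controls were DMSO vehicle for no effect and reference control for full effect; nearly all actives have a fitted effect of over 55% in size; some results filed as inactive show a strong effect at the top dose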
#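 Compound concentration series was pinned onto galactose-induced FUS-expressing yeast seeded at OD 0.005. Plates sat 24hr at 30C; absorbance at 600 nm gave growth. DMSO served as background control.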
# EPAC1 antag – blocks human EPAC1 exchange factor; O95398; EPAC1 GEF assay, Rap1b-BODIPY-GDP exchange fluorescence; Potency, µM (series often up to 115 µM), inactives show top-dose activity change, negative = inhibition, hits mostly inhibitors; 360,000 compounds, 0.14% hits; AID 720709;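 note: potency is the fitted concentration of half-maximal effect; plate controls were vehicle for no effect and positive control for full effect; nearly all actives have a fitted effect of over 50% in size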
# Target sequence (O95398 whole entry, looked up): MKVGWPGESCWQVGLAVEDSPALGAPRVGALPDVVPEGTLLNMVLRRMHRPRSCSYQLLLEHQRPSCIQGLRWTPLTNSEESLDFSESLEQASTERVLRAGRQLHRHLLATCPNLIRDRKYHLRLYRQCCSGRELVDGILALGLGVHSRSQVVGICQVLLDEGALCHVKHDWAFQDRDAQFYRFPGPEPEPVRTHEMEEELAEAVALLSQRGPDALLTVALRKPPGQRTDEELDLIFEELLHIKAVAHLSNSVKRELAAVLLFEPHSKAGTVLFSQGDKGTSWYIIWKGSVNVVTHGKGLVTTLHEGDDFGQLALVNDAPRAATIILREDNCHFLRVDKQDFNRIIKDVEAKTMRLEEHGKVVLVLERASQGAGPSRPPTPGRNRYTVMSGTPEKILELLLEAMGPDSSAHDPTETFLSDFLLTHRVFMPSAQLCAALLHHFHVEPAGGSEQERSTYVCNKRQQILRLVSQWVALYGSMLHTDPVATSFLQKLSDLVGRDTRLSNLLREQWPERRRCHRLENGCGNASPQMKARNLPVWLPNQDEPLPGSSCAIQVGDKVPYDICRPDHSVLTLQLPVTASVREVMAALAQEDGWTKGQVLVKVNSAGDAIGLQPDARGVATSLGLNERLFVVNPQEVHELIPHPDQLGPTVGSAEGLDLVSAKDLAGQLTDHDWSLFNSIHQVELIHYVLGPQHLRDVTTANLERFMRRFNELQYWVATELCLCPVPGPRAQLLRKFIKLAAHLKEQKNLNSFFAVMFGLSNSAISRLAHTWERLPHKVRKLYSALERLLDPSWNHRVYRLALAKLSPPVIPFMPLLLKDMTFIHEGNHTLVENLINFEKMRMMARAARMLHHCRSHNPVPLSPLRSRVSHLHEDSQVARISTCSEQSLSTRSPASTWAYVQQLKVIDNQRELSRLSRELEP
# aSyn yeast inh – alpha-synuclein toxicity inhibition in yeast | 370,000 compounds, 0.14% hits | AID 652106 | Yeast expressing alpha-synuclein, growth rescue, BacTiter-Glo, 24 h | Potency, µM (top dose mostly 46.1 µM), for inactives: top-dose growth rescue (activation), actives largely listed as activators; note: potency is the fitted concentration of half-maximal effect; % of control where 0% means no effect; nearly all actives have a fitted effect of over 65% in size
#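 Screening used galactose-induced yeast with toxic alpha-synuclein levels, exposed to compound for 24 hr at 30 deg C. Cell growth, read with BacTiter-Glo luminescence, gave the measured signal.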
# EPAC1 agonist – EPAC1 (human) agonism | O95398 | EPAC1 agonist qHTS, biochemical assay; response scale: 100% = response to 6.5 mM cAMP | Potency, µM (top dose mostly 154 µM), inactives show at the highest dose activation, usual class: activators | 360,000 compounds, 0.073% hits; note: potency is the fitted concentration of half-maximal effect; nearly all actives have a fitted effect of over 60% in size
#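 Fluorescent GDP-exchange assay: 100 nM EPAC1 with 250 nM Rap1B preloaded with BODIPY-GDP and 50 uM GDP; compounds tested as concentration series, 5 min at room temperature, then read every 5 min for 30 min (ex 480/em 540 nm); normalized to 6.5 mM cAMP.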
# WRN inhibitor – inhibitors of human WRN helicase; 360,000 compounds, 0.46% hits; Potency, µM (titrated, usually from 114 µM), inactives show at the highest dose activity change, negative = inhibition, usual class: inhibitors; WRN helicase unwinding, fluorescent forked duplex, kinetic; Q14191; note: potency is the fitted concentration of half-maximal effect; % is set by controls: 0 for no effect and ±100 for the full control effect; nearly all actives have a fitted effect of over 55% in size
#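 Screening of the MLSMR collection measured strand separation of a quenched forked DNA duplex (100 nM) by 20 nM WRN with 2 mM ATP, all final. Compounds were preincubated with enzyme 15 min at room temperature.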
# PLK1 PBD inh – PLK1 (human) polo-box domain binding inhibition; Potency, µM, for the others: max response, negative = inhibition, usual class: inhibitors; 360,000 compounds, 2.8% hits; P53350; Plk1 PBD binding of FITC phosphopeptide, fluorescence polarization; note: potency is the fitted concentration of half-maximal effect; series mostly up to about 57 µM; % is set by controls: 0 for no effect and ±100 for the full control effect; nearly all actives have a fitted effect of over 65% in size
# PI5P4Ka inh – blocks human PI5P4K alpha kinase activity; AID 652105; PI5P4Kalpha enzyme, ADP-Glo luminescence, 60 min; active compounds read low; 330,000 compounds, 1.2% hits; max response, %; active = max response of -50% or lower; inconclusive = between -30% and -50%; inactive = -30% or higher; note: value at the top dose of about 77 µM; % is set by controls: 0 for no effect and ±100 for the full control effect
#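 ADP-Glo luminescence end-point after a 60 min room-temperature kinase reaction. PI5P4Kalpha and substrate in HEPES pH 7.4 buffer with EGTA, 0.1% CHAPS and 5% DMSO; ATP at 5 microM final.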
# IL2 activator – activators of IL-2 | IL-2 activation reporter assay, cell-based qHTS; stimulated with anti-CD3/CD4/CD28 beads; in transgenic mouse T cells | AID 652025 | activation, % (series mostly up to about 46 µM) | 360,000 compounds, 0.065% hits; in the data active = activation above about 50%; inconclusive = mostly about 30% to 49%; note: 0% is about no effect
#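 Quantitative HTS in unstimulated transgenic mouse T cells, with memory T cells as non-tolerant control and PMA/ionomycin as tolerance-bypass control. Compound pretreatment lasted 60 minutes before 18 h bead stimulation; EGFP/DsRed fluorescence read.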
# Abeta yeast res – A-beta toxicity reversal in yeast; 410,000 compounds, 0.063% hits; yeast expressing A-beta42, growth rescue, OD600, 48 h; response scale: 0% DMSO, 100% iron-clioquinol control; AID 1347071; Potency, µM (highest dose often 46.1 µM), for inactives: at the highest dose growth rescue, usual class: activators; note: potency is the fitted concentration of half-maximal effect; nearly all actives have a fitted effect of over 55% in size
#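 Yeast growth medium received pinned compounds, then yeast cells expressing toxic A-beta were added; plates incubated at 30 C for 48 hr. Growth read as absorbance at 600 nm, normalized to DMSO and equimolar FeCl3 plus clioquinol controls.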
# * marks the source's active call; other numbers are inactive results; ? = inconclusive; . = no result given; [ ] = another dose, or the depositor's remark. Unless noted, calls come from the whole dose curve; as a rule, active = well fitted curve in the direction sought with a large enough effect; inconclusive = small, poorly fitted or top-dose-only effect, or another doubt; inactive = no such curve, though single readings can be large; an effect the other way counts as inactive or inconclusive.
canonical_smiles	EPAC1 agonist	WRN inhibitor	FUS suppressor	aSyn yeast inh	EPAC1 antag	PI5P4Ka inh	Abeta yeast res	IL2 activator	PLK1 PBD inh
CCOC(=O)C1=CN(Cc2cccc(F)c2)S(=O)(=O)N(C)C1CCc1ccccc1 (stereo not given)	-11%	-8%	11%	13%	-8%	6	-6%	-0.8	-19%
Cc1ccc(NC(=O)CC2C(=O)N(Cc3ccccc3)C(=S)N2NC(=O)c2ccccc2)c(C)c1 (stereo not given)	-9%	6%	8%	-4%	-10%	1	7%	-0.6	-10%
CC(=NCC1CCCO1)c1c(O)[nH]c(=O)[nH]c1=O (stereo not given)	3%	3%	-1%	0%	11%	-1	-6%	-0.6	-5%
CCCN(C(=O)CSCc1ccc(Cl)cc1)c1c(N)n(Cc2ccccc2)c(=O)[nH]c1=O	-8%	7%	.	-3%	-1%	2	-1%	-0.3	-3%
Cc1ccccc1-n1ncc2c1CC(C)(C)CC2NC(=O)CSc1ccncc1 (stereo not given)	-12%	-1%	9%	-2%	1%	1	11%	-0.4	2%
Cc1ccc(C)c(NC(=O)C2CCCN(S(=O)(=O)c3c(C)nn(C)c3C)C2)c1 (stereo not given)	-11%	2%	-15%	0%	-10%	0	3%	-1.4	3%
Cc1ccc(-n2nnnc2SCc2nnc(-c3ccccc3Br)o2)cc1	13%	-27%	13%	3%	-15%	.	-3%	-2.6	0%
COc1ccccc1CNc1nc(Nc2ccccc2OC)c2sccc2n1	-19%	10%	-11%	1%	15%	2	13%	-0.5	-2%
Cc1cc(=O)n2[nH]c(SCc3ccc(Cl)cc3)nc2n1	-1%	-7%	30%	-3%	1%	-4	-24%	-2.9	2%
COc1ccccc1NC(CC(=O)c1ccccc1)C(=O)OCC(=O)c1ccc(F)cc1 (stereo not given)	4%	-29%	.	-1%	-18%	12	21%	-0.6	-5%
Cc1ccc(C)n1-c1ccc(C(=O)N2CCC(C(N)=O)CC2)cc1	-7%	-23%	14%	-2%	-13%	-19	-16%	-0.9	-5%
CCN1C(=O)CC(C(C)C)N(C2CCCC2)c2nc(Nc3ccc(C(=O)NC4CCN(C)CC4)cc3OC)ncc21 (stereo not given)	0%	-8%	7%	-2%	-3%	-9	0%	0.3	-15%
CCc1ccc(OCC(=O)N/N=C/c2cc([N+](=O)[O-])ccc2N2CCOCC2)cc1	-6%	-2%	.	13%	-2%	14	2%	-0.2	2%
Cn1cc(C(=O)N2CCc3ccccc3C2)c(=O)c2cc(S(=O)(=O)N3CCOCC3)ccc21	8%	7%	12%	5%	-1%	1	12%	-1.0	2%
O=[N+]([O-])c1ccc(OCCCn2cncn2)cc1	9%	5%	-7%	-4%	-18%	-5	16%	-0.4	-14%
N/C(=N/OCC(=O)Nc1cccc2ccccc12)c1nonc1N	8%	4%	24%	8%	4%	0	4%	0.4	-2%
O=C(CSc1nnc(C2COc3ccccc3O2)o1)Nc1ccc(F)cc1Cl (stereo not given)	-1%	-1%	1%	12%	-12%	8	21%	0.0	-15%
CCOC(=O)C1=C(C)NC(=O)NC1c1c(O)ccc2ccccc12 (stereo not given)	-2%	2%	-15%	2%	-8%	-3	12%	-2.6	-6%
CN(C)c1ccc(NC(=O)Nc2ccc3snnc3c2)cc1	-6%	6%	4%	-9%	7%	-13	-11%	-0.1	-12%
NS(=O)(=O)c1ccc(N2N=C(c3ccccc3)CC2c2ccc(Br)cc2)cc1 (stereo not given)	1%	-14%	?	?	-13%	-10	21%	-1.0	-3%
O=C1CCC(C(=O)N2CCCCCC2)CN1CCc1ccc(Cl)cc1 (stereo not given)	-1%	1%[57.1 µM]	17%	-4%	8%	-2	2%	-2.3	0%
Cc1cccc(NC(=O)c2ccc([N+](=O)[O-])o2)n1	11%	-4%	9%	-8%	-2%	-1	-87%[inhibitor]	0.4	-6%
O=C(COC(=O)CNS(=O)(=O)c1cccc(F)c1)NCCc1ccccc1	6%	2%	4%	1%	4%	0	-2%	-2.1	3%
O=C(CN1CCN(S(=O)(=O)c2ccc(Br)cc2)CC1)N/N=C/c1ccco1	0%	-5%	-2%	4%	9%	-4	17%	0.9	-1%
COc1cc(OC)c2c(-c3ccccc3)cc(=O)oc2c1	-6%	0%	-9%	1%	-13%	1	-8%	-0.7	-15%
Cc1nc2ccccn2c1C(=O)CSc1ccc(Cl)cc1Cl	4%	8%	3%	6%	11%	-1	16%	-0.4	-10%
Cc1ccc(Cn2cc(CN3CC(N4CCN(C)CC4)CS3(=O)=O)nn2)cc1 (stereo not given)	-9%	3%	-9%	-13%	2%	-1	-6%	0.3	-2%
Cc1nnc(NC(=O)CSc2n[nH]c(-c3ccccc3)n2)s1	19%	-1%	-31%	10%	-2%	2	17%	0.5	-2%
COc1ccc(Cc2nc3ccc(C(=O)N4CCOCC4)cc3o2)cc1	-4%	-11%	17%	-5%	10%	-3	-4%	1.2	-4%
O=C(O)C1Sc2[nH]c(=O)sc2C2c3cc(Br)ccc3OC(=O)C12 (stereo not given)	10%	?	-4%	6%	-17%	-29	-1%	-0.5	30µM*
Cc1cc(N2CCCCC2)nc(SCc2ccc(C#N)cc2)n1	5%	-10%	-3%	0%	-2%	-1	27%	-3.2	-5%
CN(n1cnc2ccccc2c1=O)S(C)(=O)=O	10%	7%	-24%	0%	10%	-2	-2%	0.5	-3%
CN(CCc1ccccc1)C(=O)c1cccc(NC(=O)Cc2ccc([N+](=O)[O-])cc2)c1	5%	-5%	42%	0%	-9%	7	2%	-2.2	-7%
CCCCC(=O)OCC(=O)c1[nH]c(C)c(C(=O)OCC)c1C	2%	6%	17%	-1%	-3%	.	12%	-2.3	-7%
CCCS(=O)(=O)Nc1ccc(Nc2c3ccccc3nc3ccccc23)c(OC)c1	-1%	-35%	.	-7%	9%	0	-5%	-6.1	0%
COc1ccc(Br)cc1/C=N/Nc1ccc(S(=O)(=O)Nc2ccccc2C(=O)O)cc1[N+](=O)[O-]	-2%	40µM*	.	-6%	?	-16	-9%	-0.4	-19%
CC(C)(C)n1nc2c(c1NC(=O)COc1ccc(Cl)cc1)CS(=O)(=O)C2	4%	-6%	13%	6%	-11%	-2	0%	0.4	-8%
COc1ccc2oc(=Nc3cc(F)ccc3F)c(C(N)=O)cc2c1	6%	-28%	-14%	1%	-11%	7	?	-2.0	-14%
Nc1nc2cc3c(cc2cc1C(=O)NCc1ccc(F)cc1)OCO3	-5%	-1%	10%	-6%	-9%	-12	-19%	-0.1	-11%
NS(=O)(=O)c1ccc(NC(=O)COC(=O)COc2ccccc2)cc1	8%	-2%	-32%	-5%	-21%	1	9%	-0.2	-11%
CCC(=O)N(Cc1cc2cc(OC)ccc2[nH]c1=O)c1ccc(C)cc1C	8%	5%	39%	5%	2%	.	8%	-1.3	-6%
Cc1ccc(NC(=O)CSc2nc3nc(C)cc(C)c3c(=O)[nH]2)cc1	-9%	-15%	17%	13%	-19%	5	23%	0.9	-7%
CCOC(=O)[C@H]1[C@H]2COc3ccc(Cl)cc3[C@@H]2N2C(=O)CN(Cc3ccco3)C(=O)[C@@]12C	-2%	-1%	21%	8%	-14%	-1	-2%	1.7	-17%
O=C(Nc1cccc(S(=O)(=O)N2CCCC2)c1)c1ccc(Cl)nc1	-2%	-8%	-3%	-3%	16%	-1	4%	-0.6	1%

# Molecules listed so far with an NH in an aromatic ring (eight):
canonical_smiles	EPAC1 agonist	WRN inhibitor	FUS suppressor	aSyn yeast inh	EPAC1 antag	PI5P4Ka inh	Abeta yeast res	IL2 activator	PLK1 PBD inh
CC(=NCC1CCCO1)c1c(O)[nH]c(=O)[nH]c1=O (stereo not given)	3%	3%	-1%	0%	11%	-1	-6%	-0.6	-5%
CCCN(C(=O)CSCc1ccc(Cl)cc1)c1c(N)n(Cc2ccccc2)c(=O)[nH]c1=O	-8%	7%	.	-3%	-1%	2	-1%	-0.3	-3%
Cc1cc(=O)n2[nH]c(SCc3ccc(Cl)cc3)nc2n1	-1%	-7%	30%	-3%	1%	-4	-24%	-2.9	2%
Cc1nnc(NC(=O)CSc2n[nH]c(-c3ccccc3)n2)s1	19%	-1%	-31%	10%	-2%	2	17%	0.5	-2%
O=C(O)C1Sc2[nH]c(=O)sc2C2c3cc(Br)ccc3OC(=O)C12 (stereo not given)	10%	?	-4%	6%	-17%	-29	-1%	-0.5	30µM*
CCCCC(=O)OCC(=O)c1[nH]c(C)c(C(=O)OCC)c1C	2%	6%	17%	-1%	-3%	.	12%	-2.3	-7%
CCC(=O)N(Cc1cc2cc(OC)ccc2[nH]c1=O)c1ccc(C)cc1C	8%	5%	39%	5%	2%	.	8%	-1.3	-6%
Cc1ccc(NC(=O)CSc2nc3nc(C)cc(C)c3c(=O)[nH]2)cc1	-9%	-15%	17%	13%	-19%	5	23%	0.9	-7%

# Bioassay records from PubChem.

# Random draw from the library, and some 4.1% of all compounds hit somewhere here.
